High-throughput results: PubChem BioAssay, National Center for Advancing Translational Sciences (NCATS)
mIDH1 inhibitor – qHTS for Inhibitors of mutant isocitrate dehydrogenase 1 (IDH1): qHTS; Isocitrate dehydrogenase [NADP] cytoplasmic (Homo sapiens), O75874; Potency, µM (highest dose often 76.6 µM), for inactives: at the top dose activity change, negative = inhibition, most hits filed as inhibitors; hit rate 0.093% among 390,000; IDH1-R132H enzyme, NADPH consumption, diaphorase/resazurin fluorescence; further: potency means the concentration at half of the fitted maximal effect; on the % scale 0 is the no-effect control and ±100 the full control effect; nearly all actives have a fitted effect of over 65% in size
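IDH1-R132H (0.5 ug/mL) preincubated 30 min with compound, then NADPH (0.016 mM) and alpha-KG (2 mM) added; 80 min at RT, pH 7.5. Remaining NADPH coupled via diaphorase/resazurin to fluorescence (540/590 nm); concentration-response curves normalized to no-enzyme control.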
USP1 inh – Inhibitors of USP1/UAF1: Primary Screen; Ubiquitin carboxyl-terminal hydrolase 1 (Homo sapiens), O94782; hit rate 0.23% among 390,000; recombinant USP1/UAF1, Ub-Rhodamine cleavage fluorescence; Potency, µM (doses to about 57.1 µM), inactives show at the top dose activity change, negative = inhibition, usual class: inhibitors; AID 743255, 2014; further: potency means the concentration at half of the fitted maximal effect; on the % scale 0 is the no-effect control and ±100 the full control effect; nearly all actives have a fitted effect of over 60% in size; inactives centre near -12
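High-throughput fluorogenic screen: 1nM USP1/UAF1 complex, Ub-Rho substrate 150nM final, 50mM HEPES pH 7.8 with 0.5mM EDTA, 0.1 mg/ml BSA, 1mM TCEP and 0.01% Tween-20.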
D2 antagonist – HTS Assay for Allosteric Antagonists of the Human D2 Dopamine Receptor: Primary Screen for Antagonists | D(2) dopamine receptor (Homo sapiens), P14416 | HEK293 TREx D2 cells, calcium flux, dopamine EC80 | inhibition, % at 10 µM | hit rate 2% among 340,000; in the data active means inhibition above about 30%; further: 0% is about no effect
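In this primary screen, negative modulation is detected by tracking calcium flux after an EC80 dopamine challenge in inducible HEK293 T-REx D2 cells preexposed to test compound for 180 s.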
rTrxR1 inhibitor – qHTS Assay for Inhibitors of Mammalian Selenoprotein Thioredoxin Reductase 1 (TrxR1): qHTS. Thioredoxin reductase 1, cytoplasmic (Rattus norvegicus), O89049. recombinant rTrxR1, NADPH fluorescence consumption, selenite substrate. Potency, µM (top dose mostly 114 µM), for inactives: at the top dose activity change, negative = inhibition, actives largely listed as inhibitors. hit rate 1% among 390,000; further: potency means the concentration at half of the fitted maximal effect; on the % scale 0 is the no-effect control and ±100 the full control effect; nearly all actives have a fitted effect of over 65% in size
Target sequence (O89049 whole entry, looked up): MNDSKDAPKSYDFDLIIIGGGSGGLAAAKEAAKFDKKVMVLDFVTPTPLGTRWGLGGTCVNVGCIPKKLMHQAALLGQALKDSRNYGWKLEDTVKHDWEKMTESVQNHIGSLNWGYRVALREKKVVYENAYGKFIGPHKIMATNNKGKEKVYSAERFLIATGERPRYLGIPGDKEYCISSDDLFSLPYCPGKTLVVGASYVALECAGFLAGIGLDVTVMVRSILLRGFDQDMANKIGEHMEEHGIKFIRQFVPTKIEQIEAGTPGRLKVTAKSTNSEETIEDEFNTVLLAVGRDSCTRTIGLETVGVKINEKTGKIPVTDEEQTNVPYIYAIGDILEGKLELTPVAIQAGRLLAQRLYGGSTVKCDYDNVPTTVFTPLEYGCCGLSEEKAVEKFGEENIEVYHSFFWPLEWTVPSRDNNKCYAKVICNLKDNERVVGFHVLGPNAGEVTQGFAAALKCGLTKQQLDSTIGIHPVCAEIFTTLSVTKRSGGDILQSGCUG
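Rat TrxR1 (90 nM in the dispensed reagent) was pre-reduced with 400 uM NADPH for 5 min at room temperature, then incubated with compound for 15 min. After 400 uM selenite was added, NADPH fluorescence (Ex 340/Em 450 nm) was followed for 8 min.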
PI4K2A block – qHTS for small molecular inhibitors of PI4K2A. purified PI4K2A, ADP-Glo luminescence, 1 h; hits give low values. Phosphatidylinositol 4-kinase type 2-alpha (Homo sapiens), Q9BTU6. hit rate 0.13% among 420,000. activity change, negative = inhibition, % at 76.9 µM; in the data active means activity change below about -50%;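 further: -100% = wells without enzyme as full effect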
Target sequence (Q9BTU6 whole entry, looked up): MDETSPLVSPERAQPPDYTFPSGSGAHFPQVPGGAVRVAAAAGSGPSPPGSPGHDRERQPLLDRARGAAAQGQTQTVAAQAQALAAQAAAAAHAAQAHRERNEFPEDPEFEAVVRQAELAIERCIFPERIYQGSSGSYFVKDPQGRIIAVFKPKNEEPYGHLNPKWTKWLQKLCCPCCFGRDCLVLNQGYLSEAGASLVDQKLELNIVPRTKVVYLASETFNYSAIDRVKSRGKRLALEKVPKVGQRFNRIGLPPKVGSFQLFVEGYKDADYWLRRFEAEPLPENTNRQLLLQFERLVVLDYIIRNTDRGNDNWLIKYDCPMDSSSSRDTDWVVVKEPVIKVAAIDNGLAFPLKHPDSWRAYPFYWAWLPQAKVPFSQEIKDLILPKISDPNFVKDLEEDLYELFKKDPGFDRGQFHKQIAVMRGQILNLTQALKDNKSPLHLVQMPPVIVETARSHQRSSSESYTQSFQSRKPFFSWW
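PI4K2A activity was measured by ADP-Glo luminescence: enzyme (4 ug/mL stock) and phosphatidylinositol (1.2 mM stock) in Tris pH 7.5/MgCl2/EGTA/Triton X-100 buffer were reacted with ATP (300 microM stock) for one hour at ambient temperature.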
TRHR ag – qHTS for Small Molecule Agonists and Allosteric Enhancers of Human TRH Receptor: Primary Screen for Agonists; AID 493084, 2011; hit rate 0.18% among 360,000; TRHR cells, calcium flux fluo-8, FDSS agonist mode; activation, % at 2 µM; Thyrotropin-releasing hormone receptor (Homo sapiens), P34981; in the data active means activation above about 30%; further: 0% is about no effect
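Fluo-8-loaded TRHR cells; 10 s baseline, compound added, kinetic Ca2+ fluorescence read 1/s, agonist mode.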
TRHR PAM – qHTS for Small Molecule Agonists and Allosteric Enhancers of Human TRH Receptor: Primary Screen for Enhancers; enhancement, % at 2 µM; TRHR cells, fluo-8 calcium fluorescence, EC20 TRH enhancement; hit rate 0.66% among 360,000; AID 493056, 2011; in the data active means enhancement above about 30%; further: 0% is about no effect
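Enhancer read-out: after compound pinning and an initial kinetic agonist-mode read, an EC20 of TRH (10 nM final) was injected and fluo-8 calcium signal (Ex 480/Em 530) followed at 1 s/cycle for 100 cycles in TRHR-expressing cells.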
TrxR1 substrate – qHTS Assay for Substrates of Mammalian Selenoprotein Thioredoxin Reductase 1 (TrxR1): qHTS; Potency, µM (highest dose often 114 µM), for inactives: top-dose activity change, negative = substrate turnover; purified TrxR1 substrate turnover, NADPH consumption readout; Thioredoxin reductase 1, cytoplasmic (Rattus norvegicus), O89049; hit rate 0.01% among 390,000; further: potency means the concentration at half of the fitted maximal effect; on the % scale 0 is the no-effect control and ±100 the full control effect; nearly all actives have a fitted effect of over 50% in size
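Rat TrxR1, dispensed at 90 nM, was prereduced with 400 uM NADPH (final) for 5 min at ~22 deg C, then incubated with compound 15 min before 400 uM selenite. A first-read NADPH fluorescence drop versus no-compound background flagged substrates.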
D2 ag – HTS Assay for Allosteric Agonists of the Human D2 Dopamine Receptor: Primary Screen for Agonists; D(2) dopamine receptor (Homo sapiens), P14416; HEK293 T-REx D2 cells, calcium flux agonist mode; activation, % at 2 µM; hit rate 0.53% among 340,000;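 active means activation over 3 SD above normal in the single-dose calcium agonist read, cut at about 30% in these data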; further: 0% is about no effect
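Tetracycline-induced HEK293 T-REx cells with force-coupled D2 receptor, plated overnight at 30 C, loaded with no-wash calcium dye. After a 10 s baseline, compound was pin-added and calcium flux read kinetically for 180 s; calcium rises flagged agonists.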
Numbers without * were called inactive; / = no result given; & = joins results of further samples; [ ] = another dose, or the depositor's remark. Unless noted, the call rests on the fitted dose curve; in most records, active means well fitted inhibition curve with a large enough effect; inconclusive means small, poorly fitted or top-dose-only effect; inactive means no such curve, though single readings can be large or run the other way.

nr | structure | mIDH1 inhibitor | USP1 inh | D2 antagonist | rTrxR1 inhibitor | PI4K2A block
1 | CN(C)C(CNC(=O)c1ccc(NC(=O)c2cccs2)cc1)c1ccccc1 (stereo unspecified) | -1% | -18% | 3 | -2% | 16
2 | Cc1cc(C)cc(NC(=O)C2CCCN2S(=O)(=O)c2ccc3c(c2)CCCC(=O)N3)c1 (stereo unspecified) | -19% | -14% | / | 9%[57.1 µM] | 3
3 | COc1ccc(NC(=O)c2nc[nH]c2C(=O)NCc2ccccc2)cc1 | -1% | -18% | -2 | 6%[57.1 µM] | 0
4 | O=C(CSc1ccc(-c2cccs2)nn1)Nc1ccccc1C(F)(F)F | 19% | -4% | / | 13% | -12
5 | COc1ccc(CCNC(=O)c2ccc3c(c2)N=C(C)c2cc(C)ccc2S3)cc1OC | -7% | -12% | / | 13% | -8
6 | CCOc1ccc(NS(=O)(=O)c2ccc(C(=O)N3CCCCC3)cc2)cc1 | 6% | -15% | 1 | 20% | 6
7 | O=C(NNc1nc2cc3c(cc2s1)OCO3)c1cccc(F)c1 | -3% | -26% | 40* | 5% | -3
8 | Cc1nc2ccc(NC(=O)c3ccc(S(=O)(=O)N(C)c4ccccc4)cc3)cc2s1 | 5% | -15% | -3 | 2%[57.1 µM] | -7
9 | CCn1c(C(=O)N2CCC(C(=O)NCc3cccs3)CC2)cc2sccc21 | 1% | -9% | -7 | 7%[57.1 µM] | -4
10 | CCOc1cc(S(=O)(=O)n2ccc(C)n2)ccc1Br | 8% | -24% | 8 | 22%[57.1 µM] | 2

nr | TRHR ag | TRHR PAM | TrxR1 substrate | D2 ag
1 | 0.0 | -1 | -2% | -0.1
2 | -0.5 | -13 | 1%[57.1 µM] | -0.4
3 | -0.4 | -3 | -4%[57.1 µM] | -1.0
4 | -1.1 | -4 | -5% | -0.3
5 | -0.7 | 3 | -1% | /
6 | 7.2 | -4 | -1% | 3.4
7 | 2.0 | -4 | 0% | -0.3
8 | 0.9 | 0 | 0%[57.1 µM] | 0.5
9 | -0.2 | 7 | 1%[57.1 µM] | -0.8
10 | 0.1 | -14 | 2%[57.1 µM] | -0.4

More records:
nr | structure | mIDH1 inhibitor | USP1 inh | D2 antagonist | rTrxR1 inhibitor | PI4K2A block
11 | CCOc1ccc(S(=O)(=O)N2CCC(C(=O)NCc3ccccc3CN3CCCC3)CC2)cc1 | -2% | -12% | 12 | 30% | -3
12 | CN(CCc1ccccc1)C(=O)c1cccc(NC(=O)Cc2cccc(NC(=O)C3CCCN(C(=O)c4ccccc4)C3)c2)c1 (stereo unspecified) | -6%[38.3 µM] | -30% | / | 6% | 1
13 | CN(CCc1ccccn1)c1ccccc1 | -2% | -8% | / | 5% | 2
14 | O=C(NC1CCCCC1)c1ccc(-c2ccccc2)cc1 | -1% | -8% | / | 33% | 0
15 | O=C1OC(c2ccc(Cl)cc2)=N/C1=C\c1cccnc1 | 0% | -11% | -19 | 27%[57.1 µM] | -2
16 | CCOC(=O)C1=C(N2CCCCC2)c2cc3c(n2C1=O)CCCC3 | 0% | -13% | -5 | 7%[57.1 µM] | 3
17 | COc1cc(/C=C/C(=O)OCC(=O)N(C)Cc2ccccc2)cc(OC)c1OC | -8% | -9% | / | 3% | 2
18 | CCn1c(Cc2cccc3ccccc23)nnc1SCC(=O)Nc1nccs1 | 7% | -25% | 16 | 10%[57.1 µM] | -1
19 | CCOC(=O)c1ccc(OCC2NCCc3cc(OC)c(OC)cc32)cc1 (stereo unspecified) | -5% | -21% | / | -2% | 7
20 | O=C(COc1ccc2ccccc2c1)N1CCCC1 | 13% | -8% | -13 | -4% | -5

nr | TRHR ag | TRHR PAM | TrxR1 substrate | D2 ag
11 | 0.0 | 1 | 4% | -0.2
12 | / | / | -1% | /
13 | / | / | -2% | /
14 | / | / | 53%[activator] | /
15 | 0.0 | -3 | 15%[57.1 µM] | -0.6
16 | -2.5 | 5 | -14% | 0.3
17 | / | / | 8% | /
18 | -0.9 | 1 | -9%[57.1 µM] | 1.1
19 | 3.4 | 2 | -1% | /
20 | -2.4 | 2 | -2% | -0.7

Next section
nr | structure | mIDH1 inhibitor | USP1 inh | D2 antagonist | rTrxR1 inhibitor | PI4K2A block
21 | CC(=O)Nc1nc(-c2ccc3ccccc3c2)cs1 | 7% | -21% | -11 | 35%[activator][57.1 µM] | -1
22 | CCOC(=O)C1(CC2CCCCO2)CCN(Cc2nccn2-c2cccc(C)c2)CC1 (stereo unspecified) | -1% | -2% | 13 | -6% | -6
23 | COCCNC(=O)CN1C(=O)COc2ccc(S(=O)(=O)N3CCCCCC3)cc21 | 1%&-4% | -24%&-18% | 5 | 3%&11% | 5&0
24 | O=C(Nc1ccccc1)N1CCc2ccccc21 | 13% | -13% | -12 | -5% | -30
25 | CCn1c(-c2cc(-c3cccc(OC)c3)nc3ccccc23)n[nH]c1=S | 2% | -7% | -3 | -36% | 11
26 | O=C(Nc1cccc(NC(=O)c2ccco2)n1)c1ccco1 | -10% | -26% | 4 | 7% | 2
27 | COC(=O)C1=C(C(=O)OC)[C@@H]2N(Cc3ccccc3)c3ccccc3[C@@]23C[C@@H](C(=O)OC)N(C(=O)NC(C)(C)C)C3=N1 | 23% | -28% | / | 8% | 1
28 | O=C(Nc1ccc(F)cc1F)c1cccc2c1C(=O)N(C1CCCCC1)C2 | 0% | -34% | / | 5% | -2
29 | CCCCN(CC)C(=O)Cn1ncc2c3ccccc3n(CCC)c2c1=O | 6%&10% | -18%&-15% | -4 | 30%[57.1 µM] | 20&-4
30 | COc1ccc(C)cc1NC(=O)c1oc2ccc(S(=O)(=O)N(C)C3CCCCC3)cc2c1C | 20% | -20% | / | 19%[57.1 µM] | 2

nr | TRHR ag | TRHR PAM | TrxR1 substrate | D2 ag
21 | 0.3 | -18 | -11%[57.1 µM] | 0.3
22 | 1.0 | -4 | -5% | 1.7
23 | -0.5&0.0 | 3&4 | 2%&3% | 0.2&-1.2
24 | -0.2 | -9 | -6% | 0.4
25 | -0.2 | -3 | -15% | 0.3
26 | 0.0 | 10 | -5% | 1.4
27 | / | / | -3% | /
28 | -0.3 | 10 | -5% | 0.0
29 | -0.9&0.1 | 8&-19 | -10%[57.1 µM] | 0.1&-0.9
30 | 0.1 | 0 | 5%[57.1 µM] | 0.4

The list continues.
nr | structure | mIDH1 inhibitor | USP1 inh | D2 antagonist | rTrxR1 inhibitor | PI4K2A block
31 | O=C(CCCCCN1C(=O)c2ccccc2C1=O)NC1CCCC1 | 4% | -13% | -4 | 13%[57.1 µM] | 1
32 | CC(=O)c1cccc(-n2nnnc2SCC(=O)NNC(=O)C(C)C)c1 | -10% | -19% | 6 | 15% | 4
33 | N#C/C(=C\c1cc2ccccc2nc1N1CCCCC1)C(N)=O | 2% | -19% | 7 | 4%[57.1 µM] | -1
34 | CCc1cc(C(=O)N2CCN(S(=O)(=O)c3ccccc3F)CC2)sc1C | -1% | -1% | -8 | 22% | -1
35 | COc1cc(SSc2cc(OC)cc([N+](=O)[O-])c2N)c(N)c([N+](=O)[O-])c1 | 8% | -25% | 7 | 64%[activator] | -13
36 | CCOC(=O)C1(CC2CCCCO2)CCN(C(=O)Nc2cccc(SC)c2)CC1 (stereo unspecified) | -2% | -20% | 16 | 23% | 4
37 | Cc1ccc(C)c(CSC2=NCCN2C(=O)Cc2ccc([N+](=O)[O-])cc2)c1 | -1% | -21% | 11 | 9%[57.1 µM] | 3
38 | CC(=O)Nc1ccc(S(=O)(=O)N(C)c2ccc(OCCOc3ccccc3F)cc2)cc1 | 4% | -26% | / | 8% | -3
39 | Cc1cccc(NS(=O)(=O)c2ccc3[nH]c(=O)cc(C(=O)O)c3c2)c1 | -7% | -5% | -2 | 24% | -4
40 | CCCOC1CCCN(C(=O)c2cc(COc3cncc(Cl)c3)on2)C1 (stereo unspecified) | 7% | -19% | 1 | 17% | -3

nr | TRHR ag | TRHR PAM | TrxR1 substrate | D2 ag
31 | 0.0 | 9 | 5%[57.1 µM] | 0.4
32 | 0.6 | 1 | 7% | 1.4
33 | 3.8 | -1 | -22%[57.1 µM] | 0.0
34 | 0.9 | 3 | -5% | -0.3
35 | -1.6 | 12 | -10% | 1.2
36 | -0.8 | -4 | 6%[11.4 µM] | 1.5
37 | 0.5 | -9 | -8%[57.1 µM] | -0.3
38 | / | / | -3% | /
39 | 0.3 | -10 | 3% | 0.9
40 | 0.0 | 2 | 6% | -0.7

Quoted at random: 3 records from the list
nr | structure | mIDH1 inhibitor | USP1 inh | D2 antagonist | rTrxR1 inhibitor | PI4K2A block
40 | CCCOC1CCCN(C(=O)c2cc(COc3cncc(Cl)c3)on2)C1 (stereo unspecified) | 7% | -19% | 1 | 17% | -3
25 | CCn1c(-c2cc(-c3cccc(OC)c3)nc3ccccc23)n[nH]c1=S | 2% | -7% | -3 | -36% | 11
20 | O=C(COc1ccc2ccccc2c1)N1CCCC1 | 13% | -8% | -13 | -4% | -5

nr | TRHR ag | TRHR PAM | TrxR1 substrate | D2 ag
40 | 0.0 | 2 | 6% | -0.7
25 | -0.2 | -3 | -15% | 0.3
20 | -2.4 | 2 | -2% | -0.7
